Bioassay records from PubChem BioAssay.
PRMT1 inh = PRMT1 (human) inhibition, primary screen. recombinant PRMT1, activity-based probe fluorescence polarization. Q99873. 1.3% of 370,000 active. inhibition, % at 2.79 µM;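 active = inhibition above about 21% made by adding two undisclosed values, limit read from the data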
MBD2 inh = inhibitors of human MBD2 binding to methylated oligonucleotide; Q9UBB5; TR-FRET; inhibition, % at 4.4 µM; 0.31% of 370,000 active; AID 686964; in the data active = inhibition above about 13%
Target sequence (Q9UBB5 whole entry, looked up): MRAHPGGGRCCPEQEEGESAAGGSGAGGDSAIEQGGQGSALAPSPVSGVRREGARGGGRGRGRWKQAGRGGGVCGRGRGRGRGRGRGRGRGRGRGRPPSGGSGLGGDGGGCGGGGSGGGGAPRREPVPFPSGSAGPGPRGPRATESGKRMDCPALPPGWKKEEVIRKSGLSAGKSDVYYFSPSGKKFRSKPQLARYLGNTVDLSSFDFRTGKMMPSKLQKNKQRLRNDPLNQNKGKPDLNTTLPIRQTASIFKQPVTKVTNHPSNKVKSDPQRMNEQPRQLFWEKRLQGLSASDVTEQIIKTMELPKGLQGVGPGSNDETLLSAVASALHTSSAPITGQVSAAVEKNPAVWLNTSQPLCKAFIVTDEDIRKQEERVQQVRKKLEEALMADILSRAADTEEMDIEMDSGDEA
TCR CD3 inh = blocks the human TCR-CD3 interaction | TAMRA-labeled TCR probe fluorescence, biochemical | inhibition, % at 9.4 µM | 0.37% of 360,000 active | AID 651800; in the data active = inhibition above about 19%;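 note: recombinant mutant TCR 2C K166C tagged with TAMRA read by polarization; 0% = receptor in buffer alone and 100% = receptor with positive control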
HTRA1 inh = blocks human HTRA1 serine peptidase. recombinant HTRA1, FP-rhodamine activity-based probe, fluorescence polarization. Q92743. inhibition, % at 5.96 µM. 0.5% of 340,000 active. AID 504803; in the data active = inhibition above about 36%;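 note: 0% = enzyme with DMSO and 100% = wells lacking enzyme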
SIAE inh = blocks human sialic acid acetylesterase; Q9HAT2; SIAE FP-Rh probe binding, fluorescence polarization; inhibition, % at 9.66 µM; 0.69% of 370,000 active;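 active = inhibition above a cutoff: mean of compounds within the control limits plus 3 SD of those, cut at about 17% in these data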;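 note: 0% = plate median of compound wells and 100% = probe without SIAE protein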
rCAG RNA binder = molecules binding r(CAG) RNA repeats; r(CAG) RNA repeat, TO-PRO-1 dye displacement fluorescence; inhibition, % at 3 µM; 1.3% of 370,000 active; AID 651821;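 active = inhibition above the plate cutoff, the mean of all test compounds on that plate plus 3 SD, cut at about 35% in these data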;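 note: 0% = DMSO alone and 100% = 100 µM mitoxantrone as full dye displacement; higher means more dye released from RNA so lower well fluorescence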
LEDGF integ inh = blocks HIV-1 LEDGF/p75-dependent DNA integration | TR-FRET IN-LEDGF/p75 DNA integration, Eu/Cy5 | inhibition, % at 3.7 µM | 0.64% of 370,000 active | AID 743269;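 active = inhibition above the screen-wide mean plus 3 SD, cut at about 13% in these data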;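 note: signal is the Cy5 over europium emission ratio at 671 and 618 nm; 0% = plate median of compound wells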
TDP2 absorb = TDP2 (human) inhibition, absorbance primary screen; O95551; recombinant TDP2, T5PNP hydrolysis, p-nitrophenol absorbance 415 nm; inhibition, % at 12.8 µM; 0.34% of 370,000 active; AID 720702;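 active = inhibition above the mean of all tested compounds plus 3 SD, set per campaign, cut at about 25% in these data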;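 note: 0% = DMSO with enzyme and 100% = buffer with substrate but no TDP2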
Target sequence (O95551 whole entry, looked up): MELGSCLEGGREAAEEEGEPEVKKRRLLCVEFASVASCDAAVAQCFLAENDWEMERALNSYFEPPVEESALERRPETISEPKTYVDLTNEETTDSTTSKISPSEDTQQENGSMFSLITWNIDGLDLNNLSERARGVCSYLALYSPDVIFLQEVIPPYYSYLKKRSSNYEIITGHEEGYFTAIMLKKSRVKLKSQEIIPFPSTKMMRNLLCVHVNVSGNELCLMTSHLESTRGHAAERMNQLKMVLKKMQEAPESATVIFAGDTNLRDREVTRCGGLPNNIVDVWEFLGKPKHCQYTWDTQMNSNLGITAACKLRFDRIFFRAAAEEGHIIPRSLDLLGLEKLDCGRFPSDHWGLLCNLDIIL
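Test system: human TDP2 enzyme; Input: 120 nM TDP2 per well; Buffer or medium: Mg2+-containing Tris-HCl buffer, pH 7.5; Reagent: 5 mM T5PNP; Dosing: 12.8 µM single point, 1% DMSO; Incubation: reaction 2 h, 37 °C; Detection: p-Nitrophenol epi absorbance; Read-out: % inhibition relative to enzyme-containing and enzyme-free wells; Replicates: single well per compound.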
ABHD4 inh = ABHD4 (mouse) inhibition, primary FP screen | purified mABHD4, FP-Rh probe fluorescence polarization | inhibition, % at 8.92 µM | 0.54% of 370,000 active | Q8VD66;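 active = inhibition exceeding the mean over every tested compound plus 3 SD, cut at about 30% in these data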;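 note: 0% = plate median of compound wells and 100% = S159A mutant with DMSO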
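Test system: mABHD4 protein; Read-out basis: % inhibition; Incubation: 45 min + 60 min at 25 °C; Repeats: single replicate; Technique: fluorescence polarization with parallel and perpendicular emission, 525/598 nm; Compound: 8.92 µM, single dose; Benchmarks: full inhibition S159A mutant plus DMSO, zero as sample-well median.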
GC-B act = GC-B (human) receptor activation; P20594; HEK293-GC-B cells, CNP EC30, cGMP TR-FRET; 0% at EC30 CNP, 100% saturating CNP; activation, % at 10 µM; 0.11% of 370,000 active;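 active = activation at 10 µM reaching about 35% in either raw or pattern-adjusted values, limit read from the data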
An asterisk follows results filed as active; · = no result given. A portion of the library, so the mix of outcomes need not match the whole.

SMILES	PRMT1 inh	MBD2 inh	TCR CD3 inh	HTRA1 inh	SIAE inh	rCAG RNA binder	LEDGF integ inh	TDP2 absorb	ABHD4 inh	GC-B act
COc1cc(NC(=S)N2CCCC2)cc(OC)c1	-1	2	4	-4	5	-2	1	7	-2	5
CCOc1ccc(CCNC(=O)c2cc3sc(Cl)cc3n2C)cc1OCC	2	3	5	3	6	-3	-1	1	27	-16
COc1cc(NC(=O)c2cc(-c3ccco3)on2)c(OC)cc1Cl	1	0	2	-2	-1	2	-4	-13	10	-10
NC(=O)Cc1cn(-c2ncc(C(F)(F)F)cc2Cl)c2ccccc12	1	4	-3	-1	9	-1	-4	-2	12	-3
CCOc1ccc(N(CC(=O)N2CCCC2)S(=O)(=O)c2c(C)noc2C)cc1	-5	0	10	-8	1	-1	1	10	-3	-1
Cc1cc2oc(=O)cc(-c3cc4ccccc4o3)c2cc1O	3	2	-4	-35	-37	31	0	8	-30	0
Cc1cnc(NC(=O)c2cc(S(=O)(=O)N(C)C)ccc2N2CCCC2)s1	7	7	-1	·	-4	5	6	-8	-7	8
Cc1cccc(C)c1NC(=O)COc1ccccc1C(=O)Nc1ccc(Br)cn1	3	-2	8	-7	2	-1	-3	10	0	-12
COc1ccc(CNC(=O)C(=O)NCC2OCCN2S(=O)(=O)c2ccc(OC)cc2)cc1 (centres undefined)	3	0	-1	2	-2	-1	-1	9	3	-1
COc1ccc(Nc2nc(=O)[nH]nc2C)cc1	0	-2	-7	3	3	0	0	4	-1	5
Cc1c(NS(=O)(=O)c2ccc(C(=O)N(C)Cc3cccc(Cl)c3Cl)cc2)c(=O)n(-c2ccccc2)n1C	-6	0	2	-1	12	3	4	0	-4	0
C(=N\Nc1ccccn1)/c1c[nH]c2ccccc12	-8	-2	5	22	16	5	3	-15	4	-16
COc1ccc(N(CC(=O)N2CCN(Cc3ccc4c(c3)OCO4)CC2)S(=O)(=O)c2ccc(F)cc2)cc1	4	1	-2	-14	-3	0	-3	-6	-3	-3
CC(C)OC(=O)CSc1nnc(-c2ccc(O)cc2)n1Cc1ccccc1	1	-3	-12	6	2	-7	2	7	-5	-2
COc1ccnc(Oc2ccccc2)c1C(N)=O	0	4	-1	-1	-3	-4	-4	3	2	-2
C/C=C/c1ccc(OCC(O)CN2CCCCC2CC)c(OC)c1 (centres undefined)	-2	-1	-4	3	14	-3	-1	12	6	0
CC12CN3CC(C)(CN(C1)C3c1ccc(Br)cc1)C2 (centres undefined)	-1	-4	5	3	10	0	3	-14	3	-4
Cc1cc(C)nc(Nc2nc3ccccc3o2)n1	1	-4	6	3	0	12	0	4	1	1
Cc1cc(C)cc(NC(=S)N2CCC(N(C)CC3CCCO3)CC2)c1 (centres undefined)	-2	-2	5	-2	7	-3	7	-1	3	-1
CCOc1ccc(CCNC(=O)COC(=O)Cc2c[nH]c3ccccc23)cc1OCC	-4	-3	-3	11	3	-8	1	18	8	4
CCC(CC)CN1CCN=C1N(C)C	-2	-1	0	3	0	1	0	-7	3	3
COc1cccc(CNC(=O)c2ccc3c(c2)S(=O)(=O)N=C2CCCCCN23)c1	-1	-4	7	3	3	1	3	-13	1	-2
O=C(COc1ccc(Cl)cc1)Nc1ccc(Cc2ccncc2)cc1	-1	7	-11	-21	5	-4	-4	-9	3	2
COc1ccccc1C(=O)NCCC(=O)Nc1nc2ccccc2[nH]1	-1	3	0	1	6	-1	-1	7	-2	-1
CCC(C(=O)O/N=C(\N)c1cccc(C)c1)c1ccccc1 (centres undefined)	2	-4	3	0	2	2	1	-3	-8	-4
CCN(CC)S(=O)(=O)c1ccc(OC)c(NC(=O)CSc2ccccc2)c1	4	-4	0	-12	-5	5	0	-7	9	-2
O=C(Nc1nc2ccccc2[nH]1)C1CCN(C(=O)c2ccc(F)cc2)CC1	1	-4	3	2	-1	-1	-1	10	4	-6
NS(=O)(=O)c1ccc(NC(=O)c2c(F)cccc2Cl)cc1	-1	0	1	1	7	0	2	3	-3	-1
O=C(CSc1nc2c(c(=O)[nH]1)CCC2)Nc1cccc(F)c1	2	-3	4	-5	-10	5	0	-2	4	-9
COc1ccc(N2CCN(C(c3ccccc3)c3nnnn3C(C)(C)C)CC2)cc1 (centres undefined)	1	4	-7	·	16	2	-2	8	2	2

Entries above that have fluorine (five):
SMILES	PRMT1 inh	MBD2 inh	TCR CD3 inh	HTRA1 inh	SIAE inh	rCAG RNA binder	LEDGF integ inh	TDP2 absorb	ABHD4 inh	GC-B act
NC(=O)Cc1cn(-c2ncc(C(F)(F)F)cc2Cl)c2ccccc12	1	4	-3	-1	9	-1	-4	-2	12	-3
COc1ccc(N(CC(=O)N2CCN(Cc3ccc4c(c3)OCO4)CC2)S(=O)(=O)c2ccc(F)cc2)cc1	4	1	-2	-14	-3	0	-3	-6	-3	-3
O=C(Nc1nc2ccccc2[nH]1)C1CCN(C(=O)c2ccc(F)cc2)CC1	1	-4	3	2	-1	-1	-1	10	4	-6
NS(=O)(=O)c1ccc(NC(=O)c2c(F)cccc2Cl)cc1	-1	0	1	1	7	0	2	3	-3	-1
O=C(CSc1nc2c(c(=O)[nH]1)CCC2)Nc1cccc(F)c1	2	-3	4	-5	-10	5	0	-2	4	-9

(listing goes on)
SMILES	PRMT1 inh	MBD2 inh	TCR CD3 inh	HTRA1 inh	SIAE inh	rCAG RNA binder	LEDGF integ inh	TDP2 absorb	ABHD4 inh	GC-B act
Cc1ccc(NC(=O)COC(=O)/C=C/c2ccc(Br)o2)cc1S(=O)(=O)N(C)C	1	3	0	-16	-15	9	0	0	-12	6
COCCN(Cc1ccc(C)cc1)C(=O)[C@H]1O[C@@H](n2ccc(N)nc2=O)[C@H](O)[C@@H]1O	2	1	-1	·	-4	1	-1	0	4	7
CCN(C(=O)COc1ccc(C)nc1[N+](=O)[O-])C1CCS(=O)(=O)C1 (centres undefined)	3	-3	2	-1	-9	0	-3	-1	4	2
O=C(Cc1cccs1)Nc1ccc(F)cc1	1	-3	8	1	1	0	4	7	0	2
CC(/C=N/NC(=O)c1ccccc1C)=C\c1ccccc1	-1	-4	7	·	-2	-1	3	9	-3	-6
CCC(C)[C@H](NC(=O)N1CCN(c2cccc(C(F)(F)F)c2)CC1)C(=O)OC (some centres undefined)	-1	-8	5	2	4	-9	3	-6	-3	0
Cc1ccc(OCC(=O)Nc2ccc(NC(=O)c3cccs3)cc2)c(C)c1	-4	-5	2	1	3	1	1	-16	-1	3
Cn1cccc1C(=O)NNC(=O)COc1ccccc1Cl	-1	1	1	1	12	3	-5	8	3	-1
Cc1nn(CC(=O)Nc2ccc(N3CCOCC3)cc2)c(C)c1Br	-1	-1	2	-10	-1	-2	3	0	8	0
COC(=O)c1ccc(NC(=S)Nc2ccc3ccccc3c2)cc1	0	1	3	-15	-2	11	0	0	-2	2
CCOc1ccc(CNC(=O)CCCn2ccc3cc(S(=O)(=O)N4CCCC4)ccc32)cc1	6	10	-2	-14	-9	4	-4	-4	-15	-5
O=S(=O)(NCC(c1cccnc1)N1CCc2ccccc2C1)c1ccccc1 (centres undefined)	-1	1	-2	-2	-1	-1	0	-14	-3	-7
Cc1c(Cl)cccc1NC(=O)C1=COCCO1	0	-6	-6	6	2	3	1	-8	-5	-3
Nc1nc(SCC(=O)NCCCN2CCOCC2)nc2sc3c(c12)CCC3	6	-2	13	4	-3	-2	3	-5	-7	3
Cc1cc(C)nc(NS(=O)(=O)c2ccc(NS(=O)(=O)c3ccc(C#N)cc3)cc2)n1	4	-2	-5	-3	1	0	-4	-2	-14	-4
O=C(NNC(=O)c1ccc([N+](=O)[O-])cc1)c1ccc(NS(=O)(=O)c2cccs2)cc1	3	1	-1	7	-5	2	7	0	-4	1
CCOc1ccc(OCC)c(NC(=O)C2CCN(S(=O)(=O)c3c(C)[nH]c(=O)[nH]c3=O)CC2)c1	1	-1	6	2	1	1	-2	0	6	8
Cc1cccc(NC(=O)CCCN2C(=O)c3ccccc3C2=O)n1	-1	-4	-5	8	-3	-6	1	-1	-4	-4
CCN(C(=O)COC(=O)c1c(C)nsc1NC)c1ccccc1	-6	-4	-11	6	-2	-2	1	-11	-3	-4
Cc1ccccc1NS(=O)(=O)c1ccc(C)c(C(N)=O)c1	-1	-1	8	-1	2	2	-2	0	-4	4
COC(=O)[C@H](Cc1ccccc1)NC(=O)[C@@]1(C)C[C@@H]1[C@@H](NC(=O)OCc1ccccc1)c1ccccc1	1	1	6	-30	-2	-6	-1	8	-16	7
O=C(CN(c1ccc(Cl)cc1)S(=O)(=O)c1ccc(Cl)c([N+](=O)[O-])c1)NCCc1ccccc1	1	0	3	3	-9	4	-3	-10	0	-10
CCN(Cc1ccccc1)C(c1ccc(C)cc1)c1nnnn1C(C)(C)C (centres undefined)	-2	2	12	2	-2	1	1	-5	7	-14
CSc1nc2c(c(=O)[nH]1)C(c1ccccc1Cl)CC(=O)N2 (centres undefined)	-2	6	1	0	-3	0	1	2	6	-5
Fc1ccc(/C=N/n2c(COc3ccccc3)n[nH]c2=S)cc1	18	4	11	-2	7	12	-1	0	-1	-4
CCCNC(=O)c1ccc2c(c1)CCN2S(C)(=O)=O	-1	-3	9	-1	-5	1	-1	-3	3	-1
C=C(C)[C@@H](O)COc1c2ccoc2cc2oc(=O)ccc12	-1	1	5	-2	2	3	0	3	1	-13
CC1CCC(NC(=O)CSc2nncs2)CC1 (centres undefined)	-2	-1	0	-5	4	2	0	-5	2	3
O=C(N/N=C\c1cccnc1)c1ccccc1O	-3	3	-2	-8	10	1	1	9	6	3
Cc1cc(=O)oc2cc(OCC(=O)NCCCn3ccnc3)ccc12	-1	-5	-1	7	-5	1	3	-6	-11	4
CCN(CC)S(=O)(=O)c1ccc(C)c(NC(=S)N2CCN(Cc3ccc4c(c3)OCO4)CC2)c1	-3	1	4	-6	2	-4	-1	-8	0	3
CCCCCCSc1nnc(N)s1	0	-4	7	12	0	1	1	4	9	1
Cc1ccc(-c2[nH]ncc2/C=N/n2c(COc3ccccc3C)nc3ccccc3c2=O)cc1	6	0	-5	-54	-36	10	1	7	-8	0
COc1ccccc1CNC(=O)Cn1ccc2cc(S(=O)(=O)N3CCCC3)ccc21	-2	2	-2	-9	-4	-3	-1	7	-1	5
COCCNC(=O)Cn1cc(C(=S)N2CCOCC2)c2ccccc21	6	-6	-1	6	9	-3	-4	4	4	0
O=C(COc1ccc(S(=O)(=O)NC2CCCCC2)cc1)Nc1ccc2c(c1)OCCO2	0	1	-11	-5	4	1	-3	-8	-2	2
C/C(CC(=O)Nc1ccc(N(C)C)cc1)=N\NC(=O)c1ccccc1O	3	-1	0	19	16	23	-1	-8	14	4
N#CC(=C1NC(=O)c2ccccc21)c1nc2ccccc2n1CCO	-2	-1	2	5	-7	1	4	-2	-1	4
CS(=O)(=O)Nc1ccc(Oc2ncccn2)cc1	1	-3	6	7	-4	3	4	5	-2	6
CCSc1ccc2nnc(-c3ccc(F)cc3)n2n1	2	-5	8	-7	-3	-1	2	3	6	4
Cc1ccc(NC(=O)CSc2nccn2Cc2ccccc2)cc1C	2	1	1	-22	18*	3	-3	-1	0	-1
CCN(C(=O)Cn1nnc(-c2ccncc2)n1)c1ccccc1	-4	6	·	·	4	0	6	8	-3	-3
